Screening data as filed in PubChem.
KDM5B inhibitor – blocks human KDM5B histone demethylase activity | AID 1347165 | Potency, µM (highest dose often 57.7 µM), for inactives: at the highest dose activity change, negative = inhibition, hits mostly inhibitors | KDM5B demethylase, FDH-coupled NADH fluorescence (FDH is formaldehyde dehydrogenase) | 220,000 compounds, 2.6% hits; active means well fitted inhibition curve with a large enough effect; inconclusive means small, poorly fitted or top-dose-only effect; inactive means no such curve, though single readings can be large or run the other way; further: 0% is about no effect; nearly all actives have a fitted effect of over 70% in size
Target sequence (Q9UGL1 whole entry, looked up): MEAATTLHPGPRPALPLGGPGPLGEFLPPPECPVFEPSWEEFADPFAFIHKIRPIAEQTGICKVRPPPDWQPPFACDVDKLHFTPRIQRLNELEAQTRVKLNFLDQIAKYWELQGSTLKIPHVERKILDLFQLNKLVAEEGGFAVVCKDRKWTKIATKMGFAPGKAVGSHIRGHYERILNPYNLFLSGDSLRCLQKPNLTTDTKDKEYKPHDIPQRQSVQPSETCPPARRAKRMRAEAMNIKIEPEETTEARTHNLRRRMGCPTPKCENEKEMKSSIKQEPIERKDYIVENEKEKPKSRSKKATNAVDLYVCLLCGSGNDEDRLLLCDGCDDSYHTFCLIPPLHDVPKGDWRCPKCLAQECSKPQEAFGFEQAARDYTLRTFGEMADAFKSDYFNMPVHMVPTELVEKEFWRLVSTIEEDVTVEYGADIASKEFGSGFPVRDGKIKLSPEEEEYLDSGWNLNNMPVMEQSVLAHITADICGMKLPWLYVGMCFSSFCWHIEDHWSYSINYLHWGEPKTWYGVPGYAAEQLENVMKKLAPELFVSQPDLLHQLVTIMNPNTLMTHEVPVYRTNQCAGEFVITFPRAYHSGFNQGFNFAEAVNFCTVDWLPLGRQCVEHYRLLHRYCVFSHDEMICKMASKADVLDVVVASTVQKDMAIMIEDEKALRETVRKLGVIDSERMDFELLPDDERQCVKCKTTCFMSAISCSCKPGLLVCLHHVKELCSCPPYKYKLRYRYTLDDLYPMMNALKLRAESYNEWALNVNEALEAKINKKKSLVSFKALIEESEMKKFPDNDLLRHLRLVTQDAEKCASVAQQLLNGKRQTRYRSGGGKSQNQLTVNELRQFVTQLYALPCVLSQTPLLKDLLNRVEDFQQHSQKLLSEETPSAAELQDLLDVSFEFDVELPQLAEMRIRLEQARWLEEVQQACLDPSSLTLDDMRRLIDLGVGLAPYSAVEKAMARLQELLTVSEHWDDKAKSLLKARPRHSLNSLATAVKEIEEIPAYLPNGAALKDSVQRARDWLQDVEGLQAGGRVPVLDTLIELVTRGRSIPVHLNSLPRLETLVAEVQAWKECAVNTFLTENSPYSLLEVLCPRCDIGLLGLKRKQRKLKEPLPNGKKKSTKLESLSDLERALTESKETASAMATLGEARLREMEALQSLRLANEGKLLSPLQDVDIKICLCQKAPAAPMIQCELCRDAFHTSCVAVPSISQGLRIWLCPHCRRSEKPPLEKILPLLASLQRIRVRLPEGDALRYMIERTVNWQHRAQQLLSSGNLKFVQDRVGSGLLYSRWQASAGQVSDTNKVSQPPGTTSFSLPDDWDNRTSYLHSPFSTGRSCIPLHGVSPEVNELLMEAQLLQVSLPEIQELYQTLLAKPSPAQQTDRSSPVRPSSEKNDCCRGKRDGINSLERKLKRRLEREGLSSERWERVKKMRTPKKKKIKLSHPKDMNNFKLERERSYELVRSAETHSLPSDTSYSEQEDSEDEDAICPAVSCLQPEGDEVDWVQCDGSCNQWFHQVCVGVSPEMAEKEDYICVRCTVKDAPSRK
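qHTS format, multiple compound concentrations. Buffer 50 mM HEPES pH 7.5/0.01% Tween-20; 200 nM KDM5BΔAP final; 10 min compound preincubation; substrate-mix levels 12.5 µM peptide, 25 µM α-KG, 0.25 mM NAD⁺; 30 min RT; ΔRFU.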
Active calls of the source: *; ? = inconclusive; [ ] = another dose, or the depositor's remark. Potency means the concentration at half of the fitted maximal effect. Only part of the results is shown. The share of hits here may be higher or lower than overall.

KDM5B inhibitor | molecule
? | Cc1cc(=O)oc2cc(NC(=O)Cc3ccccc3)ccc12
? | Nc1ncc(S(=O)(=O)Nc2ccc(OC(F)(F)F)cc2)cn1
28µM* | Cc1ccccc1-n1nc(-c2c(C)nc3scc(CC(=O)NC(C)C)n3c2=O)cc1C
-13% | Cc1ccccc1C(=O)OCC1CCC[N+]2(C)CCCCC12 (configuration not stated)
? | COc1cc(NC(=O)c2cc(-c3ccccc3O)no2)cc(OC)c1OC
18% | COc1cccc(C(=O)N2CC3(Cc4ccccc4N(C(C)=O)C3)C2)c1
7% | CCOc1nc2ccccc2nc1N1CCC(C(=O)Nc2cccc(CC)c2)CC1
27% | CC(C)(C)c1ccc(/C=C/C(=O)N[C@@H]2C[C@H]3CC[C@@H]2C3)cc1
-5% | Cc1ccc(S(=O)(=O)Nc2ccc3c(c2)CCCN3C(=O)c2cccs2)cc1
5%[149 µM] | COc1ccc(C(=O)N2CCn3c(nnc3-c3cccnc3)C2)cc1
14% | Cc1cc(C(c2ccc(Cl)cc2Cl)N2CCOCC2)c(NC(=O)c2ccco2)s1 (configuration not stated)
-10% | Cc1ccc(-n2ncc(C(=O)NCCN3CCc4ccccc4C3)c2C2CCN(C(=O)OC(C)(C)C)CC2)cc1
-24% | CNC(=O)N1C[C@@H](CN(C)C)[C@H](NC(=O)CC2CCCC2)C1
2% | Cc1ccc2nc(Cl)c3cc(C(=O)NC(C)CCc4ccccc4)sc3c2c1 (configuration not stated)
? | COc1ccc(N(CC(=O)NC(C)c2ccccc2)S(=O)(=O)c2c(C)noc2C)cc1 (configuration not stated)
? | COc1ccc(C)cc1NC(=O)C(=O)c1cn(CC(=O)N2CCOCC2)c2ccccc12

Of the compounds above, two have a Cl atom.
KDM5B inhibitor | molecule
14% | Cc1cc(C(c2ccc(Cl)cc2Cl)N2CCOCC2)c(NC(=O)c2ccco2)s1 (configuration not stated)
2% | Cc1ccc2nc(Cl)c3cc(C(=O)NC(C)CCc4ccccc4)sc3c2c1 (configuration not stated)

Next part:
KDM5B inhibitor | molecule
-2% | Cc1cccc(C(=O)N2CCC(c3noc(CO)n3)C2)c1 (configuration not stated)
-20% | Cc1ccccc1S(=O)(=O)N1CCC(C(=O)NCc2csc(-c3ccccc3)n2)CC1
6% | CCCSc1ncc(Cl)c(C(=O)NCc2ccc(OC)cc2)n1
? | COc1ccc2nc(/C=C/c3cccc(O)c3)sc2c1
7% | COc1cc(CN2CCN(c3cc(C)nc(N)n3)CC2CCO)cc(OC)c1 (configuration not stated)
25% | CS(=O)(=O)N1CCN(C(=O)COc2ccc3ccccc3c2)CC1
79µM* | CC(C)(C)OC(=O)N1CCC(NC(=O)c2nc(-c3ccccc3)c3ccccn23)CC1
4% | O=C1CN(C(=O)c2ccc(S(=O)(=O)N3CCCC3)cc2)C(c2ccccc2)c2cc(F)ccc2N1 (configuration not stated)
12% | N#Cc1ccc(Cl)cc1NC(=S)NCCc1ccccc1
-3% | CSc1ccccc1NC(=S)NCc1ccc(Cl)cc1
? | Cc1cccc(CN2CCc3c(n(Cc4cccnc4)n(-c4ccccc4)c3=O)C2)n1
25% | CNC(=O)[C@@H]1CN(C(=O)c2cc(C)on2)C[C@H]1COC
-20% | CS(=O)(=O)N1CCN(C(=O)N2CCOCC2)[C@@H](C(=O)N[C@@H](CC2CCCCC2)C(N)=O)C1
? | CN(C)C[C@@H]1CN(C2CCOCC2)C[C@H]1NC(=O)c1ccc(F)c(Cl)c1
32µM* | COCCCNC(=O)c1c(C)noc1-c1cc(OC)c(OC)c(OC)c1
4% | C[C@H](NC(=O)C1CCN(C(=O)[C@H](Cc2ccccc2)NC(=O)OC(C)(C)C)CC1)C(=O)O
? | Cc1cc(=O)oc2cc(OC(C)C(=O)NCCCn3ccnc3)ccc12 (configuration not stated)
-12% | CNc1c(NS(=O)(=O)c2cc(C)cc(C)c2)c(=O)oc2ccccc12
-12% | CCc1nc2c(NC(=O)NC3CCCCC3)cccn2n1
? | Cc1ccc(C)c(N2CCN(c3nc4ccccc4c(=O)n3-c3ccccc3)CC2)c1
2% | CN(C(=O)Cc1ccsc1)C1CCc2nn(C)c(=O)n2CC1 (configuration not stated)
17% | COc1ccc(CCNC(=O)c2c(C)nn(CC(C)C)c2Cl)cc1OC
-23% | CCC(C)NC(=O)CSc1nc(-c2ccc(F)cc2)cc(C(F)(F)F)n1 (configuration not stated)
6% | COc1ccc(S(=O)(=O)Oc2ccc3c(c2)O/C(=C\c2ccc(OC)c(OC)c2OC)C3=O)cc1

Next section; it opens with the 6 that closed the last part.
KDM5B inhibitor | molecule
-12% | CCc1nc2c(NC(=O)NC3CCCCC3)cccn2n1
? | Cc1ccc(C)c(N2CCN(c3nc4ccccc4c(=O)n3-c3ccccc3)CC2)c1
2% | CN(C(=O)Cc1ccsc1)C1CCc2nn(C)c(=O)n2CC1 (configuration not stated)
17% | COc1ccc(CCNC(=O)c2c(C)nn(CC(C)C)c2Cl)cc1OC
-23% | CCC(C)NC(=O)CSc1nc(-c2ccc(F)cc2)cc(C(F)(F)F)n1 (configuration not stated)
6% | COc1ccc(S(=O)(=O)Oc2ccc3c(c2)O/C(=C\c2ccc(OC)c(OC)c2OC)C3=O)cc1
5% | C=CCNCc1c(OCC)ccc2ccccc12
? | Cc1ccc2c(=O)c(CN3CCCCCC3)c(C)[nH]c2c1C
8% | Cc1cc(C(=O)Cn2cnc3c2c(=O)n(C)c(=O)n3C)c(C)n1C
? | O=C(N/C(=C\c1ccco1)C(=O)N1CCOCC1)c1ccccc1Cl
? | COC(=O)c1ccccc1NC(=O)c1cc(-c2ccccc2O)no1
-2% | COc1ccc(CNC(=O)CCCN2C(=O)c3cccnc3Oc3ccc(Cl)cc32)cc1
? | Cc1cccc(Cn2c(SCc3ccc(C(=O)NCc4cccs4)cc3)nc3cccnc32)c1
-2% | COCc1nncn1C1CCN(C(=O)c2cc(C)cc(C)c2)CC1

Looked up above.
Entry for Cc1cc(C(=O)Cn2cnc3c2c(=O)n(C)c(=O)n3C)c(C)n1C in KDM5B inhibitor: 8%
Entry for C=CCNCc1c(OCC)ccc2ccccc12 in KDM5B inhibitor: 5%

Continued.
KDM5B inhibitor | molecule
8% | O=C(NCc1ccco1)NC1CCc2nnc(C3CC3)n2CC1 (configuration not stated)
-21% | CCOC(=O)c1ccc(OCC2c3cc(OC)c(OC)cc3CCN2C(=O)Cc2ccc(F)cc2)cc1 (configuration not stated)
-2% | CC(OC(=O)c1cccc(S(=O)(=O)N2CCCCC2)c1)C(=O)N1CCc2ccccc21 (configuration not stated)
? | O=C(Nc1ccccn1)c1cc(-c2ccco2)nc2ccccc12
15% | CCc1cc(C(=O)N2CCCC2c2ccc(C)cc2)no1 (configuration not stated)
? | CCN1CCc2[nH]cnc2C12CCN(C(=O)C1CCc3ccccc3C1)CC2 (configuration not stated)
17% | O=C(NCc1ccco1)c1n[nH]c(=O)c2ccccc12
32µM* | COc1ccc(-c2cc(C(=O)NCC[S+](C)(=O)[O-])c3c(c2)N(C)CCO3)cn1
-21%[86.2 µM] | CN1C[C@@H](NC(=O)c2ccco2)C[C@H]1c1nc(-c2cccnc2)no1
-5% | CC(C)(Oc1ccc(Cl)cc1)C(=O)O/N=C(\N)c1ccncc1
? | Cc1ccc2c(c1)c1c(c(=O)n(-c3ccccc3)c(=O)n1CC(=O)N1CCCC1)n2C
15% | Cc1nc(-c2c(Cl)cccc2Cl)sc1C(=O)N[C@H](C(=O)O)C(C)C
? | COc1cccc(CN2CCc3c(cc(C(=O)Nc4cc(C)ccc4C)n3C)C2)c1
4% | O=C1NCCCCCCN(C(=O)Cc2ccccc2)[C@@H]2CCC[C@H]12
-6% | Cc1ccc(S(=O)(=O)N2CCN(Cc3cc(=O)n4ccccc4n3)CC2)cc1C
? | COc1ccc(COc2ccc3c(C)cc(=O)oc3c2)cc1
-19% | Cc1cccc2[nH]c(CN(C)C(=O)c3ccc(CCC(C)(C)O)cc3)nc12
21% | CCc1nc(-c2c3n(c(=O)n(CC(=O)Nc4cccc(OC)c4)c2=O)CCCC3)no1
? | COc1ccc(OC)c(CNC(=O)c2cccc(NC(=O)N3CCSc4ncccc43)c2)c1
-11% | CC(C)CN1C(=O)c2ccccc2C(C(=O)N2CCSCC2)C12CCCC2 (configuration not stated)
20% | COCCC(=O)N1CCC(N2C(=O)C(O)C23CCCCC3)CC1 (configuration not stated)
-2% | Cc1ccc(S(=O)(=O)N(C)C)cc1NC(=O)c1cccnc1Oc1ccccc1
3% | CCc1ccccc1OCc1nnc(SCc2cc(=O)c3ccccc3[nH]2)n1C
-24% | Cc1ccc(Cn2c(=O)c3ccccc3n3c(-c4cccc(O)c4)nnc23)cc1
-11% | CC1Cc2ccccc2N1C(=O)Cn1c(=O)c2c(ncn2C2CCCC2)n(Cc2ccccc2)c1=O (configuration not stated)
? | O=C(O)c1ccccc1C1Nc2ccccc2C(=O)N1CCCN1CCOCC1 (configuration not stated)
-5% | N#Cc1ccc(OC(=O)Cc2ccc(F)cc2)cc1
-15% | O=C(O)c1cccc(C2CCCN(C(=O)Cc3cc(F)c(F)c(F)c3)C2)c1 (configuration not stated)
-31% | CCN1C2=C(C(=O)CC(C)(C)C2)C(c2ccc(O)cc2)C2=C1CC(C)(C)CC2=O
10% | COc1ccccc1OCC(=O)c1ccc2c(c1)N(CCCC(=O)NCC1CC1)C(=O)CO2
? | COc1ccc(C(=O)Nc2ccc3n(c2=O)C[C@H]2C[C@@H]3CN(S(=O)(=O)c3ccc(OC)cc3)C2)cc1
? | COCCN(CCOC)C(=O)c1cc(-c2ccc(C)cc2)nc2ccccc12
-17% | CCC(c1cccs1)N1C(=O)[C@H]2CN(Cc3cccnc3)C[C@H]2C1=O (some centres not stated)
? | Cc1ccc(C(=O)Nc2ccccc2NS(=O)(=O)c2cccs2)cc1[N+](=O)[O-]
19% | CN(Cc1ccc(F)cc1)S(=O)(=O)c1cccc(C(F)(F)F)c1
23% | O=c1n(Cc2ccc(Cl)cc2)nc2n1CCCC2
? | O=S(=O)(NCC(c1ccco1)S(=O)(=O)c1cccs1)c1ccc(F)c(C(F)(F)F)c1 (configuration not stated)
-9% | Cc1cc(=O)n(CC(=O)Nc2ccc3c(c2)OCO3)c(N2CCc3ccccc3C2)n1
? | Cc1ccn2c(c1)nc(=O)c1cc(S(=O)(=O)N3CCCCC3)ccc12
? | CCc1cccc(NC(=O)c2oc3ccc4c(c3c2C)C(=O)CC(C)(C)O4)c1

Of the compounds above, 5 have an NH in an aromatic ring:
KDM5B inhibitor | molecule
? | Cc1ccc2c(=O)c(CN3CCCCCC3)c(C)[nH]c2c1C
? | CCN1CCc2[nH]cnc2C12CCN(C(=O)C1CCc3ccccc3C1)CC2 (configuration not stated)
17% | O=C(NCc1ccco1)c1n[nH]c(=O)c2ccccc12
-19% | Cc1cccc2[nH]c(CN(C)C(=O)c3ccc(CCC(C)(C)O)cc3)nc12
3% | CCc1ccccc1OCc1nnc(SCc2cc(=O)c3ccccc3[nH]2)n1C

The list goes on.
KDM5B inhibitor | molecule
? | N#Cc1nc(/C=C/c2cccs2)oc1N1CCCCCC1
-9% | COc1ccc2c(Sc3ccccc3)c(C(=O)NCc3ccc(OC(C)C)cc3)[nH]c2c1
? | CN(C)c1ccc(CNC(=O)c2cc3cc(S(=O)(=O)N4CCCCC4)ccc3n2C)cc1
-13% | COc1ccc(N2CCN(c3nc(C(=O)NCc4ccc(C)c(C)c4)cs3)CC2)cc1
11% | Clc1ccccc1-c1nnnn1-c1ccccc1Cl
11% | COc1ccc2cc(C3CN(C(=O)c4cccc(CO)c4)CCO3)ccc2c1 (configuration not stated)
36% | COc1ccc(NC(=O)C2CC(=O)N/C(=N/N=C/c3ccccc3)S2)cc1 (configuration not stated)
-3% | CC(C(=O)Nc1ccc(Cl)cc1)N1CCN(c2ccc([N+](=O)[O-])c3cnccc23)CC1 (configuration not stated)
? | N#C/C(=C/c1ccccc1OC(F)(F)F)c1ccccn1
-23% | N#CCCN1CCCC1CCc1ccccc1 (configuration not stated)
48%[activator] | O=C(Nc1ccc(-c2cccc(F)c2)cc1)C1CCCN(C(=O)c2ccncc2)C1 (configuration not stated)
7% | CCOC(=O)c1c(S(=O)(=O)Nc2ccc(OC)cc2OC)c(C)n(C)c1C
-10% | NC(=O)c1cccc(OCc2coc(-c3cccc(F)c3)n2)c1
-16% | Cc1cc2c(cc3c(SCc4ccccc4Cl)nnc(C)n32)o1
-5% | CCCCC(=O)N1CCC2(CC1)Nc1ccccc1NC2=O
? | C=CCNC(=O)N[C@H]1CCN2C(=O)c3cc(-c4cc(Cl)ccc4OC)ccc3NC(=O)[C@@H]2C1
5% | COC(=O)Oc1ccc2c(=O)c(Oc3ccc(C)cc3)coc2c1
9% | COc1cccc(OC)c1C(=O)NC(=O)Nc1c(C)cccc1C
-2% | CC(=O)N1CCC2(CC1)OC(=O)C(C)=C2C(=O)NCCN1CCCC1
-26% | COc1ccc(N2CCN(Cc3nc4c(c(=O)[nH]c(=O)n4C)n3Cc3ccc(Cl)cc3)CC2)cc1
-3% | O=C(C1CC1)N1CCCC(c2nc(CCOCC3CCOCC3)no2)C1 (configuration not stated)
32µM* | O=C(c1ccccc1C(F)(F)F)N1CCc2nc3cc[nH]n3c(=O)c2C1
? | CC(=O)c1ccc(NC(=O)Cc2c(C)c3ccc(O)cc3oc2=O)cc1
